FBA Mtb inh: inhibits M. tuberculosis FBA enzyme; purified M. tuberculosis FBA, fluorescence read-out; inhibition, % at 1 µM; 360,000 tested, 2.3% active; in the data active = inhibition above about 27%;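 also: 0% = vehicle and 100% = reference inhibitor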
Target sequence (P9WQA3 whole entry, looked up): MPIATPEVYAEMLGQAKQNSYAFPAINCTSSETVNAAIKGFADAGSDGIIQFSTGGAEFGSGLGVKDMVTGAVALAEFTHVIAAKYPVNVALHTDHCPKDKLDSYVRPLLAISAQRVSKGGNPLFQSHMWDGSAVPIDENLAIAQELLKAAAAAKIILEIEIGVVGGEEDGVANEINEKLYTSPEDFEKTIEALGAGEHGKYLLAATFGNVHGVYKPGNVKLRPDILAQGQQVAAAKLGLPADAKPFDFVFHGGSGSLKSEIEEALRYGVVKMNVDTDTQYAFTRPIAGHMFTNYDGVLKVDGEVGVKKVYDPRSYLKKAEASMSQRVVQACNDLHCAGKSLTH
DUSP3 inh: blocks human VHR1 dual specificity phosphatase. recombinant VHR phosphatase, pNPP absorbance. inhibition, % at 13.3 µM. 290,000 tested, 0.52% active. AID 1654; in the data active = inhibition above about 50%; also: some compounds called inactive have numbers as strong as hits
Target sequence (P51452 whole entry, looked up): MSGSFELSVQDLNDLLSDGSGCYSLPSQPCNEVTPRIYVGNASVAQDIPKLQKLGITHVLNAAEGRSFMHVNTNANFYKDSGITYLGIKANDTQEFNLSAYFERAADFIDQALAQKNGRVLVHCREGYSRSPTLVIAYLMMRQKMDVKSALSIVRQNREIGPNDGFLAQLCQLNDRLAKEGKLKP
GDH-TPI inh: counter-screen for M. tuberculosis FBA inhibitors: GDH-TPI coupled enzymes. 360,000 tested, 1.2% active. inhibition, % at 4.8 µM. GDH-TPI coupled enzyme counterscreen, NADH absorbance. AID 588335; in the data active = inhibition above about 30%;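 also: 0% = DMSO wells and 100% = wells lacking the enzyme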
SARS 3CLpro inh: SARS-CoV 3CLpro protease inhibition | P0C6X7 | recombinant SARS-CoV 3CLpro, quenched FRET peptide cleavage | inhibition, % at 6 µM | 290,000 tested, 0.14% active; in the data active = inhibition above about 12%
Mtb UGM inh: blocks M. tuberculosis UGM enzyme | P9WIQ1 | purified UGM, fluorescence polarization probe displacement | inhibition, % at 10 µM | 320,000 tested, 0.06% active; in the data active = inhibition above about 10%, passing the limit was not always enough
BioA inh: BioA (M. tuberculosis) enzyme inhibition. purified M. tuberculosis BioA enzyme, plate reader. inhibition, % at 9.99 µM. 360,000 tested, 0.096% active. AID 602481; in the data active = inhibition above about 40%
SSB-PriA inh: inhibitors of Klebsiella pneumoniae PriA binding to SSB C-terminal tail | AlphaScreen SSBct-PriA binding, biotinylated peptide | inhibition, % at 33 µM | 430,000 tested, 0.6% active | AID 1272365; in the data active = inhibition mostly above about 37%, no sharp cut-off; inactive = mostly below about 20%;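 also: plate controls were negative control peptide for no effect and reference peptide for full effect; strong numbers were not always called active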
MazEF act: increases E. coli MazEF RNase cleavage of RNA; P0AE70; FAM/BHQ RNA-DNA oligo cleavage fluorescence, 5 h; activation, % at 20 µM; 350,000 tested, 0.32% active; AID 504720; in the data active = activation above about 50%
Target sequence (P0AE70 whole entry, looked up): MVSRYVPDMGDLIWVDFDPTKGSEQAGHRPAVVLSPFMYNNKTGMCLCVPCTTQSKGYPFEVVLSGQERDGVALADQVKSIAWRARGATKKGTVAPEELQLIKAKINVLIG
Rv3671c protease: inhibitors of M. tuberculosis serine protease Rv3671c | P9WHR9 | inhibition, % at 5.96 µM | 320,000 tested, 0.048% active; in the data active = inhibition above about 38%;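 also: extracellular domain of Rv3671c used as enzyme; 0% = enzyme with DMSO and 100% = no enzyme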
Target sequence (P9WHR9 whole entry, looked up, the tested form may be a part): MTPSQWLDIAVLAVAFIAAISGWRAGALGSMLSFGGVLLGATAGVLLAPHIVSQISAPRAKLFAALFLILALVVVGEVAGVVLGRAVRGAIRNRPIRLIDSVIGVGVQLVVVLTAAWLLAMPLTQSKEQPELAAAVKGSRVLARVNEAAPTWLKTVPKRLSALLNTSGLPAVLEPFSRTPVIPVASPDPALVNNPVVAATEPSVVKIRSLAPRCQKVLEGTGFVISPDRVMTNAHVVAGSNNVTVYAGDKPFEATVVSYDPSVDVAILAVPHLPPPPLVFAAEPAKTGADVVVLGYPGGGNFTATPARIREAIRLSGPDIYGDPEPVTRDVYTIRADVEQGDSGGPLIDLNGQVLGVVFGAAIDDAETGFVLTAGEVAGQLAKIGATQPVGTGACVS
Vc quorum ag: induces V. cholerae light production without autoinducers. 350,000 tested, 0.16% active. V. cholerae BH1578 lux reporter, luminescence, 6 h. activation, % at 18.7 µM. AID 588436; in the data active = activation mostly above about 9.7%, no sharp cut-off; also: not every result past the cut was called active; inactives centre near 0; reference of the scale not given here
Starred values were filed as active, the others as inactive; i = inactive; · = no result given; & = joins results of further samples. Only part of the results is shown; rates above refer to the full screens.

No.	canonical_smiles	BioA inh	FBA Mtb inh	DUSP3 inh	Mtb UGM inh	Vc quorum ag	SARS 3CLpro inh	SSB-PriA inh	Rv3671c protease	GDH-TPI inh	MazEF act
1	COc1cc2c(cc1OC)C(c1ccc(C)cc1)NC(=O)C2 (centres undefined)	0.0	-1	-11	-4.1	100*	-4	-12	·	-3	-2
2	CCOC(=O)CC(=O)CSc1nc(-c2cccnc2)cc(C)c1C#N	17	3	8	·	i	-1	0	-3	8	3
3	Cc1cc(C)c(S(=O)(=O)NCC23C=CC(O2)C2C(=O)N(c4ccccc4)C(=O)C23)c(C)c1 (centres undefined)	0.2	-9	32	0.7	-3.8	-4	5	-5	-11	6
4	O=C(CN(Cc1ccco1)C(=O)CCC(=O)Nc1ccccn1)NCc1ccccc1	-0.9	2	26	-3.1	-0.4	-3	-6	6	8	13
5	O=C1c2ccccc2CN1C(CO)Cc1ccccc1 (centres undefined)	1.4	0	-14	-3.7	-1.1	1	-6	-3	-1	14
6	O=C(NCCOc1ccccc1F)c1cccc(S(=O)(=O)N2CCN(c3ccccc3)CC2)c1	-2.0	3	·	-1.6	i	·	-6	-21	7	-8
7	Cc1cccc(/C=C2\Sc3ccc(C(=O)N4CCCCC4)cc3N(C)C2=O)c1	-1.8	0	23	-1.9	-0.9	3	-18	-3	15	-10
8	CCC(CO)Nc1ccn2nc(-c3ccccc3)cc2n1 (centres undefined)	-1.0	18	·	·	-3.7	·	·	·	3	·
9	Cc1cc(Br)c(NC(=O)C(C)Sc2nnnn2C)c(Br)c1 (centres undefined)	7.4	-3	·	-0.8	-0.6	·	-4	-5	9	1
10	CN1CCc2cc3c(c4c2C1CC41CCC(=NO)CC1)OCO3 (centres undefined)	6.6	16	-15	3.2	i	2	-8	-3	5	-6
11	CC1(C)NC(=O)N(CCCSc2ccc(Cl)cc2)C1=O	-0.2	1	8	0.3	-2.9	0	-11	2	-1	-6
12	CC(C)c1ccc(CN2CCN(C(=O)CSc3nnnn3C3CC3)CC2)cc1	0.6	1	·	3.1	i	·	1	-18	-12	-1
13	CCN(c1ccccc1)S(=O)(=O)c1cccc(C(=O)OCc2nc3sc(C)c(C)c3c(=O)[nH]2)c1	·	2	6	-0.8	-0.3	3	4	-45	11	-24
14	CCCC(=O)Nc1ccc(NC(=S)NC(=O)c2cccs2)cc1	·	3	2	2.6	-0.5	1	3	-6	10	-10
15	CCOC(=O)c1c(NC(=O)c2cccs2)sc(C)c1C	·	5	22	-0.8	-12	-4	0	3	-1	-4
16	Cc1ccc(C(C)C)cc1OCCN1CCCC1	·	-1	-7	2.0	i	5	-21	6	7	5
17	Cc1cc2sc(NC(=O)c3ccco3)nc2cc1Cl	-2.5	3	8	-1.2	0.4	1	-30	-20	19	-7
18	COc1ccc(-c2csc(Nc3ccccn3)n2)cc1	0.1	-5	33	-1.9	i	6	0	0	-4	3
19	Cc1cnc(NC(=O)c2ccc(-c3nc4ccccc4s3)o2)s1	-3.2	8	28	2.5	-2.0	0	-12	-28	24	-11
20	Cc1ccc(N(CC(=O)NC2CCCC2)C(=O)CNC(=O)c2cccs2)cc1C	-0.8	2	7	-2.7	-0.2	5	6	-1	0	-15
21	Cc1ccc2[nH]c(=O)c(COC(=O)c3ccccn3)cc2c1	1.6	2	10	-0.7	i	-1	-23	-1	12	5
22	Cc1ccc2c(c1)C1CN(C)CCC1N2C(=O)Nc1cccc(Cl)c1 (centres undefined)	0.8	0	27	1.9	4.2	1	-4	-15	5	5
23	O=C1OCCN1C(=O)[C@H]1[C@H](c2ccc(F)cc2)C(c2cccc(Cl)c2)=NN1c1ccc(Br)cc1	-1.7	97*	·	·	i	·	-17	·	1	-5
24	Cc1cc(Cn2nnc3ccccc32)c(O)c(C(C)(C)C)c1	2.3	2	·	-3.6	-11	·	-20	2	20	1
25	O=C(OCc1cn([C@H]2CN(CC3CCCCC3)[C@@H](c3ccc(Cl)cc3)C[C@@H]2O)nn1)c1ccccc1	-1.9	0	·	·	-0.4	·	·	·	8	5
26	CCOc1ccc(CCNC(=O)CN2C(=O)NC3(CCc4ccccc43)C2=O)cc1OCC (centres undefined)	0.0	-1	·	0.0	-0.3	·	-19	-10	-5	1
27	CSc1nc2ncc3c(n2n1)CC(C)(C)CC3=O	·	6	17	-0.8	i	3	-1	-5	-3	-4
28	NC(=O)c1ccc(-n2nnnc2SCC(=O)c2ccc(O)c(O)c2)cc1	·	0	14	5.2	-0.3	-1	-5	-2	16	-4
29	Cc1ccc2c(c1)-c1cc(C)nn1C(c1ccc3c(c1)OCO3)N2 (centres undefined)	1.1	15	6	1.2	-0.3	6	-33	-8	6	3
30	CCc1c(C)nc(N2CCN(c3ccc(OC)cc3)CC2)[nH]c1=O	-1.2	-1	-2	3.9	-0.3	-4	-5	1	6	2
31	COc1ccccc1NC(=O)c1ccc(NC(=O)COC(=O)c2cncc(Br)c2)cc1	-0.9	3	·	2.4	i	·	-8	-17	-7	-19
32	CCOC(=O)c1c(C)[nH]c(N=Nc2cc(C(=O)O)cc(C(=O)O)c2)c1C	-3.5	-4	-8	4.9	0.5	7	-10	5	26	4
33	Cc1ccccc1-n1nc2c(c1NC(=O)/C=C\c1ccc3c(c1)OCO3)CSC2	0.4	2	4	1.2	·	1	5	-24	32*	-4
34	O=S(=O)(NCC(c1ccccc1)N1CCC(O)CC1)c1ccc(Cl)cc1 (centres undefined)	-0.2	-1	-4	-1.1	-0.7	5	-6	7	9	5
35	Cc1ccc(S(=O)(=O)NCC(=O)NCC(=O)NC(C)c2ccccc2Br)cc1C (centres undefined)	-0.2	2	-7	-4.7	i	-1	-9	9	5	-4
36	Cc1ccc(C(C(=O)NC(C)(C)C)N(Cc2cccs2)C(=O)c2ccc3c(c2)OCCO3)cc1 (centres undefined)	·	5	5	1.6	i	2	-1	-13	7	-1
37	CCCCNC(=S)NNC(=O)c1ccncc1	6.0	-1	24	·	-0.2	5	-11	-1	6	-7
38	OCCC1CN(Cc2cccn2-c2cccnc2)CCN1CCc1ccccc1 (centres undefined)	0.4	-1	12	-0.6	-0.3	-1	-13	6	11	-1
39	C/C(=N\N1CCN(c2ccccc2)CC1)c1ccco1	·	0	13	-2.6	-0.3	-4	·	7	-6	-9
40	Cc1ccc(NC(=O)C[n+]2cc(-c3ccccc3)n3c2CCC3)c(C)c1	·	3	13	3.6	-0.3	0	-7	0	-4	11
41	Cc1nc(C)c(C(=O)N/N=C/c2ccco2)s1	-1.0	-3	9	-1.7	i	4	·	4	16	6
42	Cc1ccc(C2N(c3nccs3)C(=O)C3CCCN32)cc1 (centres undefined)	1.1	-7	3	-0.1	-1.9	-2	-15	0	1	7
43	COc1ccc(CC(=O)Nc2nc(C)cs2)cc1	-2.6	-3	4	-0.4	i	3	-1	7	-8	0
44	N#Cc1c(NC(=O)CSc2ncnc3sccc23)oc(-c2ccco2)c1-c1ccco1	-1.0	4	13	-2.1	1.0	3	-17	-15	26	5
45	N[C@@H](CO)c1nnc([C@H](CCC(=O)O)NC(=O)C2CCNCC2)o1	1.0	1	3	-1.2	i	-3	3	-5	1	10
46	Cc1ccc(Cc2c(C)[nH]c(=S)[nH]c2=O)cc1	·	-1	18	-2.1	-0.4	1	-1	3	-5	2
47	Cc1cccc(NC(=S)NN2CCN(C)CC2)c1	-0.5	1	-6	0.4	4.2	-7	-2	0	3	0
48	Cc1ccccc1CN1C(=O)c2ccccc2Sc2ccc(C(=O)NCCCN3CCOCC3)cc21	0.2	5	-5	2.1	5.6	9	14	-7	-2	1
49	Cc1ccc(S(=O)(=O)c2nc(-c3ccco3)oc2SCC(N)=O)cc1	·	0	-12	-0.9	-0.3	-2	21	-7	2	7
50	O=C(COC(=O)c1ccco1)Nc1nc2ccc([N+](=O)[O-])cc2s1	-1.3	2	21	1.7	i	2	-8	-8	34*	3

Some values from the entries so far.
C/C(=N\N1CCN(c2ccccc2)CC1)c1ccco1 | Mtb UGM inh = -2.6
NC(=O)c1ccc(-n2nnnc2SCC(=O)c2ccc(O)c(O)c2)cc1 | Rv3671c protease = -2
CSc1nc2ncc3c(n2n1)CC(C)(C)CC3=O | Rv3671c protease = -5
Cc1ccccc1CN1C(=O)c2ccccc2Sc2ccc(C(=O)NCCCN3CCOCC3)cc21 | SSB-PriA inh = 14

Values by screen from the list:
Compounds 38 to 47 in BioA inh: 0.4, ·, ·, -1.0, 1.1, -2.6, -1.0, 1.0, ·, -0.5
Compounds 38 to 47 in Vc quorum ag: -0.3, -0.3, -0.3, i, -1.9, i, 1.0, i, -0.4, 4.2
Compounds 38 to 47 in Mtb UGM inh: -0.6, -2.6, 3.6, -1.7, -0.1, -0.4, -2.1, -1.2, -2.1, 0.4

The list continues.
No.	canonical_smiles	BioA inh	FBA Mtb inh	DUSP3 inh	Mtb UGM inh	Vc quorum ag	SARS 3CLpro inh	SSB-PriA inh	Rv3671c protease	GDH-TPI inh	MazEF act
51	CCCCN1C(=O)/C(=C(/C#N)C(=O)N2CCCC2)c2ccccc21	·	2	4	0.6	-0.5	0	-14	11	28	1
52	COc1ccc(CCNC(=O)c2cc(S(=O)(=O)N3CCOCC3)cn2C)cc1OC	0.0	3	-2	2.0	-0.2	-5	-12	-4	5	-7
53	COc1ccc(CC(C)NCC(O)c2ccc(O)c(NC=O)c2)cc1 (centres undefined)	0.9&1.3	-2&-3	·	·	-3.7&-0.2	·	-5	·	9&2	5&6
54	CC(CCc1ccccc1)NC(=O)CNC(=O)N1CC(=O)Nc2ccccc21 (centres undefined)	0.0	3	13	0.1	i	3	3	5	-2	-8
55	COCCn1c(SCC(=O)NNC(=O)c2ccccc2)nc2ccccc2c1=O	0.5	-3	14	0.2	-3.8	-1	0	-2	4	2
56	COc1ccc(-n2nnnc2CNC(=O)c2c(-c3ccccc3Cl)noc2C)cc1	1.2	-2	·	·	-0.1	·	-7	·	-3	0
57	N#C/C(=C\c1ccc(F)c(F)c1)C(=O)NC1CCCCC1	-0.6	-1	8	0.3	-0.2	0	-8	-2	14	3
58	COc1cc(Cl)c(C)cc1NC(=O)CSc1nnc(CCC(=O)O)c(=O)[nH]1	-1.6	1	28	-1.6	i	-3	-26	-9	-2	-10
59	COC(=O)c1cc(Cl)c(NC(=O)c2cc(OC)c(OC)c(OC)c2)cc1OC	-1.4	3	1	-0.2	1.8	-2	-8	4	11	7
60	CCN(CC)c1ccc(S(=O)(=O)N2CCOCC2)cc1NC(=O)CN1CCN(Cc2ccccc2)CC1	1.1	-4	11	1.2	-8.5	0	2	-4	-12	0
61	CCOc1ccc(N(C(C)C(=O)NN=C2CCCCCCC2)S(C)(=O)=O)cc1 (centres undefined)	·	3	1	0.1	i	5	-6	-3	10	5
62	O=C(CP(=O)(c1ccccc1)c1ccccc1)Nn1cnnc1	-0.4	-2	34	-1.5	0.5	2	-3	6	8	9
63	COc1ccnc(N2CCN(c3cccc(C(F)(F)F)c3)CC2)c1C#N	-2.5	0	21	2.0	-0.4	0	4	1	0	-13
64	CN1C(=S)SC(C)(C)C1NO (centres undefined)	0.0	2	-2	0.9	-2.8	-2	0	5	3	0
65	Cc1ccc(C2C(C#N)=C(N)Oc3nc(-c4ccccc4)[nH]c32)o1 (centres undefined)	-2.5	-1	15	1.9	-0.1	-3	4	-6	18	-3
66	O=C(NCC1CCCO1)C(c1cccnc1)N(C(=O)Cc1cccs1)c1ccccc1 (centres undefined)	0.1	-2	27	1.0	i	4	6	-3	-2	5
67	O=C(NCc1cccnc1)c1cc(C2CCCN(C(=O)c3ccc4c(c3)CCO4)C2)on1 (centres undefined)	5.4	-1	·	·	i	·	·	·	12	·
68	O=C(CN(c1ccccn1)S(=O)(=O)c1ccc(F)cc1)Nc1ccccc1	0.1	2	9	-0.7	-0.5	1	-13	-5	6	6
69	CCN1C(=O)[C@H]2[C@@H](c3ccc(-c4cc(C(C)=O)cs4)cc3)N[C@@](Cc3ccccc3)(C(=O)OC)[C@H]2C1=O	-1.0	-3	·	-4.7	i	·	0	0	-16	4
70	CCOC(=O)CC(NC(=O)c1cc2ccccc2oc1=O)c1cccc([N+](=O)[O-])c1 (centres undefined)	·	3	-9	·	-0.5	-6	4	0	8	-12

Screening data: PubChem BioAssay, several laboratories
